Bioassay records deposited in PubChem by several laboratories.
Insulin prom inh = TRM-6 insulin promoter activity inhibition. TRM-6 cells (human fetal islet line), insulin promoter-eGFP reporter, imaging; reporter expression induced with tamoxifen. inhibition, % at 2 µM. actives 0.9% (n = 130,000). AID 1273;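 active = inhibition above the mean plus 3 SD, with well images judged a real hit on visual review, cut at about 60% in these data, passing the limit was not always enough; inconclusive = inhibition over the cutoff but images rejected on review; inactive = inhibition not above the cutoff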
SDO1 yeast rescue = compounds rescuing growth of sdo1-depleted yeast, bone marrow failure model. S. cerevisiae sdo1-depleted JHY4D growth rescue, OD600 30 h; active compounds read high; pdr5 snq2 efflux-pump mutant strain. z-score at 10 µM. actives 0.21% (n = 140,000);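 active = z-score above 3 at both the 24 hr and the 30 hr optical density reads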;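 note: z-score against mean and SD of all compound wells on the same plate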
SDO1 yeast rescue Rescue 24 h = also measured in SDO1 yeast rescue; calls as there; z-score; S. cerevisiae sdo1-depleted JHY4D growth rescue, OD600; measured here: growth rescue at 24 h;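 0 is the plate mean of compound wells and units are plate SD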
The depositor's hits bear a star; i = inactive; u = inconclusive; x = not tested or not shown; [ ] = another dose, or the depositor's remark. Not all compounds are listed (hit frequency here may not be typical).

no.	Structure	Insulin prom inh	SDO1 yeast rescue	SDO1 yeast rescue Rescue 24 h
1	CC(C)N(Cc1nc(-c2ccccc2)no1)C(=O)C1CCCCC1	-42	-0.65	-0.58
2	O=C(OCC1O[C@@H](OC(=O)c2cc(O)c(O)c(O)c2)[C@@H](OC(=O)c2cc(O)c(O)c(O)c2)[C@@H](OC(=O)c2cc(O)c(O)c(O)c2)[C@@H]1OC(=O)c1cc(O)c(O)c(O)c1)c1cc(O)c(O)c(O)c1 (stereo not given in full)	-19	0.74	3.5
3	CCC1(CC)C(=O)NC(=O)NC1=Nc1cccc(OC)c1	-168	-0.52	-0.97
4	CO/N=C(/CNC(=O)c1cccc(Cl)c1)c1ccc(Cl)cc1	x	-1	-1.4
5	COc1ccc(N2CCN(CC(=O)Nc3cc4c(cc3C(C)=O)OCO4)CC2)cc1	-28	x	x
6	COc1ccc(C2C(C#N)=C(N)Oc3cc(C)n(Cc4ccco4)c(=O)c32)cc1 (stereo not given)	38	1.6	0.94
7	COc1ccccc1N1CCN(/N=C/c2cccc(O)c2)CC1	19	x	x
8	Cc1cc(CN2C(=O)c3ccccc3C2=O)no1	-71	1.6	1.7
9	S=c1[nH]nc(Cc2cccc3ccccc23)o1	47	0.42	-0.27
10	O=C(CSc1nc2cc(Cl)ccc2s1)N1CCCc2ccccc21	10	-1.5	-1.2
11	COC(=O)CNS(=O)(=O)c1ccc(Cc2ccc(S(=O)(=O)NCC(=O)OC)cc2)cc1	x	0.2[7.1 µM]	-0.3
12	O=C(CSc1ncn[nH]1)Nc1ccccc1-c1ccccc1	51	0.57	1.1
13	COc1ccc(C2C3=C(CC(C)(C)CC3=O)Nc3cc4c(cc32)OCO4)cc1 (stereo not given)	23	-1.6	-1.3
14	COCCN(C(=O)CSc1nnc(Nc2ccc(C)cc2)s1)c1c(N)n(CC(C)C)c(=O)[nH]c1=O	-19	x	x
15	O=C(Nc1ccccc1)c1ccc(S(=O)(=O)NCc2ccco2)cc1	7	0.06	-0.76
16	CCc1nnc(NC(=O)CSc2nnc(-c3ccoc3C)n2CC(C)C)s1	-9	-0.4	-0.79
17	CCC(=O)OC1CSc2nc3ccccc3n2C1 (stereo not given)	x	-1	0.22
18	CCOc1ccc(-n2c(=S)sc3c(=O)[nH]c(SCC(=O)NCC4CCCO4)nc32)cc1 (stereo not given)	-50	1.4	0.53
19	Cc1nn2c(SCC(=O)c3cccs3)cc(C(C)(C)C)nc2c1-c1ccccc1	0	-1.1	-0.6
20	CN1CCC(OC(=O)COc2ccc(Cl)cc2Cl)CC1	-453	x	x
21	COc1ccc(NC(=O)CCS(=O)(=O)c2ccccc2)c(OC)c1	-14	1.9	2.2
22	O=C(Cn1ccc([N+](=O)[O-])n1)NCc1ccco1	x	-0.37	0
23	CCC(C)NC(=S)NNC(=O)c1ccc(C(C)(C)C)cc1 (stereo not given)	x	-0.21	-0.16
24	CCOC(=O)Cc1nnc2c(Nc3ccc(C)cc3)nc3nonc3n12	11	0.5	0.47
25	CC(C)NC(=O)COC(=O)c1cc(F)c(F)cc1Cl	21	5.6*	5.1*
26	CC(C)(CNC(=O)c1sc2cc(F)ccc2c1Cl)N1CCOCC1	x	-0.16	-0.66
27	CN1CCC(C2(O)c3ccccc3CSc3sccc32)CC1 (stereo not given)	-252	0.54	0.15
28	O=C(Cn1c(CN2CCCCC2)nc2ccccc2c1=O)NCc1ccco1	x	-0.02	-0.42
29	O=C(Cc1ccccc1)Nc1ccccc1CO	-50	0.95	1
30	CCOc1cc(NS(C)(=O)=O)c(OCC)cc1NC(=O)c1cccs1	x	-0.44	-0.97
31	CN(C)S(=O)(=O)c1cccc(NC(=O)c2ccc(OC(F)(F)F)cc2)c1	-15	-0.49	-1
32	COc1ccc(CCNC(=O)C2CCN(Cc3nc(-c4ccccc4C)oc3C)CC2)cc1OC	x	0.6	-0.34
33	N/C(=N\OC(=O)CCC1CCCCC1)c1ccccn1	3	-1.5	-1.1
34	CCC(c1nnc(SCc2nc3ccccc3s2)n1Cc1ccccc1)N(C)C (stereo not given)	-43	-0.44	-0.21
35	CCN(CC)S(=O)(=O)c1ccc(Cl)c(NC(=O)c2cc(Cl)ccc2Cl)c1	x	-0.99	-0.92
36	O=C(CN(Cc1ccco1)C(=O)Cn1nnc(-c2ccc(F)cc2)n1)NC1CCCC1	x	0.76	-0.88
37	O=C(Nc1ccc(F)c([N+](=O)[O-])c1)C(=O)c1c(O)[nH]c2ccccc12	-45	x	x
38	S=C(Nc1ccc(Br)cc1)N1CCn2cccc2C1c1cccnc1 (stereo not given)	-33	x	x
39	COCC(=O)N(C)c1nnc(-c2cnccn2)s1	7	0.16	0.52
40	CCn1c(CC(=O)Nc2ccc(C)cc2)nnc1SCC(=O)N1CCN(c2ccccc2)CC1	-188	0.38	0.49

Arranged by the number under Insulin prom inh (ascending): 3 from the list above.
nr | canonical_smiles | Insulin prom inh
37 | O=C(Nc1ccc(F)c([N+](=O)[O-])c1)C(=O)c1c(O)[nH]c2ccccc12 | -45
14 | COCCN(C(=O)CSc1nnc(Nc2ccc(C)cc2)s1)c1c(N)n(CC(C)C)c(=O)[nH]c1=O | -19
31 | CN(C)S(=O)(=O)c1cccc(NC(=O)c2ccc(OC(F)(F)F)cc2)c1 | -15

Continuation.
no.	Structure	Insulin prom inh	SDO1 yeast rescue	SDO1 yeast rescue Rescue 24 h
41	Cn1c(=O)n(Cc2ccc(Cl)cc2)c2ccccc21	x	0.03	0.8
42	COc1ccc(CC(=O)n2nc(-c3ccccc3)nc2NCc2ccco2)cc1	i	-1.6	-1.2
43	CCOC(=O)Cc1csc(Nc2ccc(Cl)cc2)n1	50	-0.35	-0.76
44	O=C1/C(=C/c2ccc(F)cc2)CCC1C1CCCC1 (stereo not given)	-442	0.58	0.91
45	CC(NCc1ccccc1Cl)C(=O)Nc1ccc(S(=O)(=O)N2CCCC2)cc1 (stereo not given)	0	0.06	-0.1
46	CNCc1ccccc1OCC(=O)Nc1ccccc1OC	30	-0.13	0.33
47	Cc1cc(Cl)cc(Br)c1OCCCN1C(=O)NC(C)(C)C1=O	-54	-0.21	0.12
48	Cc1ccc(C(=O)NNC(=O)CCN2C(=O)C3CCCCC3C2=O)cc1 (stereo not given)	x	0.39	-0.26
49	Cc1ccc(S(=O)(=O)N(C)C(=O)NC(=O)NS(=O)(=O)c2ccccc2)cc1	50	x	x
50	CCC(c1nnnn1Cc1ccco1)N(CCc1ccccc1)Cc1cc2ccc(OC)cc2[nH]c1=O (stereo not given)	-133	-1.1	-1.2
51	CCOC(=O)/C(C#N)=C\C1=C(N2CCCC2)CC(C)(CC)OC1 (stereo not given)	37	-0.21	-0.7
52	Cn1c(NC(=O)c2cccs2)cc(=O)n(C)c1=O	x	1	1
53	COc1cc(C(=O)NC2=NCCS2)cc(OC)c1OC	-21	0.33	0.05
54	CCCC(C)C(=O)OCC(=O)NCc1ccc(OC)c(OC)c1 (stereo not given)	-27	x	x
55	O=C(Nc1ccccc1)OCCNC(=O)c1ccccc1	20	0.49	0.46
56	COc1ccc(CC(C#N)(CO)c2nc3ccccc3[nH]2)cc1 (stereo not given)	x	0.13	-0.54
57	O=C(/C=C/c1ccccc1)N1CCN(CC(O)COc2ccccc2)CC1 (stereo not given)	5	1	0.49
58	COc1cc(C(=O)NCC(=O)N/N=C(C)\C=C\c2ccccc2)cc(OC)c1OC	7	x	x
59	COc1cccc(/C=c2/s/c(=C(\C#N)C(=O)N3CCOCC3)n(-c3ccccc3)c2=O)c1	-9	-0.35	-0.04
60	CC1(C)CC(=O)C(C=NCCCN2CCOCC2)=C(O)C1	35	-0.42	-0.51
61	CCN1CCN(C(c2cc3cc4c(cc3[nH]c2=O)OCO4)c2nnnn2C(C)(C)CC)CC1 (stereo not given)	-30	0.95	0.37
62	c1ccc(-n2ncc3c2ncn2c(C4CCCCC4)nnc32)cc1	-93	-0.27	-0.39
63	CCOC(=O)CC(=O)CSc1nc2ccccc2c(=O)n1-c1ccc(C(=O)NCCOC)cc1	-16	-0.04	-0.21
64	COC(=O)CNC(=O)COC(=O)C(Cc1ccccc1)NC(=O)c1ccco1 (stereo not given)	x	0.57	0.03
65	CCn1cc(C(=O)NCc2ccccn2)c(=O)c2cc(S(=O)(=O)N3CCCCC3)ccc21	x	1.7	0.7
66	CC(=O)N1CCC2(CC1)C(C#N)=C(N)Oc1c2sc2nc(C)cc(C)c12	x	-0.05	-0.23
67	O=C(c1ccco1)N1CCN(S(=O)(=O)N2CCOCC2)CC1	46	0.35	0.51
68	O=C(NCc1ccccc1)/C(=C/c1ccc(OC(F)F)cc1)c1ccccc1	x	-0.82	-0.79
69	CS(=O)(=O)N1CCCC(C(=O)NCCCN2CCOCC2)C1 (stereo not given)	55	0.14	-0.12
70	CCOc1ccc(C(=O)NCC(=O)OCc2c(F)cccc2Cl)cc1OCC	-16	-0.19	-0.36
71	CC(C)CCN1CCN(Cc2cccc3nonc23)CC1CCO (stereo not given)	-70	x	x
72	COc1ccc(Cc2nc(-c3ccc(-n4cccc4)cc3)no2)cc1	x	-1.2	-0.9
73	O=C(NCCc1ccccc1)C(c1cccs1)N(C(=O)CCl)c1ccc(Cl)cc1 (stereo not given)	u	-1.3	-0.6
74	O=C1/C(=C/c2cccnc2)SC(=S)N1c1ccccc1	x	1.7	1.7
75	CCCCSC(=O)Nc1ccccc1	41	0.48	0.65
76	Cc1[nH]n(-c2nc(-c3ccccc3)cc(=O)[nH]2)c(=O)c1CCO	13	x	x
77	O=C(COC(=O)Cc1cccc(C(F)(F)F)c1)Nc1cccc2ccccc12	x	-0.66	-0.77
78	CN(C)c1ccc(CN(C(=O)COc2ccccc2)C2CCS(=O)(=O)C2)cc1 (stereo not given)	7	0.43	-0.4
79	CCOC(=O)c1c(NC(=O)c2cccs2)sc2c1CCCC2	-7	0.54	0.73
80	CC(=O)CSc1nnc(-c2ccc3c(c2)OCO3)o1	3	0.58	0.4

12 entries from above in a different format:
| nr | Insulin prom inh | SDO1 yeast rescue | SDO1 yeast rescue Rescue 24 h | SMILES |
| --- | --- | --- | --- | --- |
| 61 | -30 | 0.95 | 0.37 | CCN1CCN(C(c2cc3cc4c(cc3[nH]c2=O)OCO4)c2nnnn2C(C)(C)CC)CC1 (stereo not given) |
| 62 | -93 | -0.27 | -0.39 | c1ccc(-n2ncc3c2ncn2c(C4CCCCC4)nnc32)cc1 |
| 63 | -16 | -0.04 | -0.21 | CCOC(=O)CC(=O)CSc1nc2ccccc2c(=O)n1-c1ccc(C(=O)NCCOC)cc1 |
| 64 | x | 0.57 | 0.03 | COC(=O)CNC(=O)COC(=O)C(Cc1ccccc1)NC(=O)c1ccco1 (stereo not given) |
| 65 | x | 1.7 | 0.7 | CCn1cc(C(=O)NCc2ccccn2)c(=O)c2cc(S(=O)(=O)N3CCCCC3)ccc21 |
| 66 | x | -0.05 | -0.23 | CC(=O)N1CCC2(CC1)C(C#N)=C(N)Oc1c2sc2nc(C)cc(C)c12 |
| 67 | 46 | 0.35 | 0.51 | O=C(c1ccco1)N1CCN(S(=O)(=O)N2CCOCC2)CC1 |
| 68 | x | -0.82 | -0.79 | O=C(NCc1ccccc1)/C(=C/c1ccc(OC(F)F)cc1)c1ccccc1 |
| 69 | 55 | 0.14 | -0.12 | CS(=O)(=O)N1CCCC(C(=O)NCCCN2CCOCC2)C1 (stereo not given) |
| 70 | -16 | -0.19 | -0.36 | CCOc1ccc(C(=O)NCC(=O)OCc2c(F)cccc2Cl)cc1OCC |
| 71 | -70 | x | x | CC(C)CCN1CCN(Cc2cccc3nonc23)CC1CCO (stereo not given) |
| 72 | x | -1.2 | -0.9 | COc1ccc(Cc2nc(-c3ccc(-n4cccc4)cc3)no2)cc1 |

Carrying on.
no.	Structure	Insulin prom inh	SDO1 yeast rescue	SDO1 yeast rescue Rescue 24 h
81	Cc1ccc(/C=N/n2c(=O)c(C(C)(C)C)nn3cnnc23)cc1	x	0.68	0.97
82	CCc1ccc(N(CC(=O)NCc2ccc(F)cc2)C(=O)c2csnn2)cc1	-22	x	x
83	CCn1cc(/C=N\NC(=O)COc2cccc(C)c2C)c(C)n1	58	0.65	0.05
84	CSc1c(CC(=O)Nc2ccccc2)n(Cc2ccccc2)c2ccccc12	x	-0.16	0.44
85	Cc1ccc(C2C3=C(CCCC3=O)Nc3nc(SCC(=O)NCc4ccco4)[nH]c(=O)c32)cc1 (stereo not given)	42	0.7	-0.38
86	O=C(Nc1ccccc1C(=O)N1CCOCC1)C1CCC(=O)N1C1CCCC1 (stereo not given)	-6	-0.17	-0.79
87	CC(OC(=O)c1ccc2ccccc2n1)C(=O)Nc1ccc(N2CCOCC2)cc1 (stereo not given)	14	-0.16	-0.41
88	CCCN1C2CCCC1CC(NC(=S)Nc1cc(C)ccc1C)C2 (stereo not given)	-19	0.45	0.7
89	Cc1cc(C)cc(NC(=O)c2cccn2-c2ncc(C(F)(F)F)cc2Cl)c1	-175	-0.69	0
90	COc1ccc(C(CCN(Cc2ccc(OC)c(OC)c2)C(C)=O)c2ccccc2)cc1 (stereo not given)	x	-0.24	-0.46
91	COC(=O)c1onc(-c2c(C)cc(C)cc2C)c1C(=O)OC	x	-0.16	-0.59
92	O=C(CC12CC3CC(C1)CC(CC(=O)NC1=NCCS1)(C3)C2)NC1=NCCS1	27	-0.25	-0.35
93	Cc1cccc(NC(=S)NN2CCOCC2)c1C	26	0.33	0.34
94	Cc1ccc(-n2nnc3c(=O)n(CC(=O)NCc4ccco4)cnc32)cc1	x	0.16	1.9
